CFTR F508del cor = correctors of CFTR F508del function in bronchial epithelial cells; CFBE cells, YFP halide quenching; stimulated with forskolin plus potentiator P3; % fluorescence drop versus neutral controls; hit rate 0.36% among 350,000; activity (quench increase), % at 7.58 µM;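 active = mean added fluorescence quench of at least 8% versus neutral control, with both replicates also reaching 8%; inconclusive = only one of the mean or replicate conditions met; inactive = mean below 8% and not both replicates reaching 8%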;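 also: cells transiently co-express mutant CFTR-F508del with the halide-sensitive YFP; corrector assay measuring rescue of mutant channel to the surface after 24 h compound exposure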
PglD inh = blocks C. jejuni PglD acetyltransferase activity; purified PglD enzyme, DTNB colorimetric CoA detection; inhibition, % at 12.5 µM; hit rate 0.098% among 360,000; AID 602405; in the data active = inhibition above about 16%, passing the limit was not always enough; inconclusive = no clear call, values can overlap the other calls; also: strong numbers were not always called active
PGC1a acetyl inh = lowers PGC1a acetylation signal in U2OS cells | AID 651687 | hit rate 0.17% among 350,000 | AlphaScreen anti-acetyl-lysine; with virally co-expressed GCN5 acetyltransferase | inhibition, % at 15.6 µM;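 active = every replicate shows inhibition of at least 40%; inconclusive = mean inhibition at least 40% but some replicate below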;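 also: 0% = neutral control wells and 100% = positive control wells; some results beyond the cut were filed as inactive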
GSIS activator = GLuc luminescence reporter in INS-1E cells, primary screen for activators of glucose-dependent secretion of insulin; INS-1E GLuc reporter insulin secretion, 2-3 h; activation, % at 16.6 µM; hit rate 0.61% among 370,000;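 active = lowest replicate activation of at least 40%, so every replicate reaches that level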;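 also: 0% = median of neutral control wells and 100% = median of IBMX positive control wells; some compounds called inactive have numbers as strong as hits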
miR-122 sensor = inhibitors of miR-122 in Huh7 cells. activation (reporter increase), % at 12.5 µM. Huh7 miR-122 Renilla luciferase sensor, 48 h; neutral wells = 0, positive control = 100. AID 602342. hit rate 0.3% among 340,000;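 active = mean replicate activation score at least 90 and every replicate individually at or above 90; inconclusive = only one of the two criteria met; inactive = neither criterion met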;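 also: higher luciferase means less miR-122 activity so hits act as miR-122 inhibitors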
FN deposit inh = fibronectin deposition inhibition; hit rate 0.086% among 350,000; inhibition, % at 12.6 µM; AH1F fibroblasts, Alexa488-fibronectin deposition fluorescence, overnight; AID 743247;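 active = mean inhibition across replicates of 30% or more, regardless of how many single replicates reach that level; inconclusive = mean under 30% yet at least half of replicates reach 30%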;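 also: positive control wells lacked labelled fibronectin entirely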
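Assay system: AH1F fibroblasts / Quantity: 10000 cells per well / Medium: DMEM plus 2% serum, read in PBS / Reagent: labelled fibronectin 24 nM / Dosing: single dose, pinned / Times: 1 h cell attachment, overnight exposure to compound and label / Signal: fluorescence, ex 485 nm, em 525 nm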
C2C12 statin = suppression of simvastatin myotoxicity | C2C12 myotubes + simvastatin, ATP luminescence, 48 h; scaled: DMSO 0, geranylgeraniol control 100 | rescue of ATP level, % at 7.49 µM | hit rate 0.78% among 330,000 | AID 602340;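 active = mean ATP rescue above about 67%, or every replicate alone reaching that limit, limit read from the data, passing the limit was not always enough; inconclusive = no clear call, values can overlap the other calls; inactive = mean under the limit and some replicate under it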;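 also: myotubes were challenged with 10 µM simvastatin during compound exposure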
Cneo AK release = Cryptococcus neoformans lysis via adenylate kinase release. C. neoformans lysis, adenylate kinase release luminescence, 4 h; normalised: neutral wells 0, clomiphene wells 100. lysis activity, % at 15 µM. hit rate 0.2% among 360,000. AID 651654;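 active = mean lysis activity across replicates of at least 80%, whatever share of replicates individually reach that level; inactive = mean lysis activity below 80%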
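Schedule: static 4 h at 37 °C with compound, 1 h detection; system: C. neoformans cells; benchmarks: Clomiphene as positive control; buffer or medium: fresh YPD medium; measure: luminescence rise reflecting yeast cell lysis; measured by: luminescent adenylate kinase detection reagent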
An asterisk follows results filed as active; ? = inconclusive; · = not tested or not shown; & = joins results of further samples; [ ] = remark or other dose.

SMILES | CFTR F508del cor | PglD inh | PGC1a acetyl inh | GSIS activator | miR-122 sensor | FN deposit inh | C2C12 statin | Cneo AK release
O=C(NCCC1=CCCCC1)c1[nH]c(C(F)(F)F)nc1-c1ccccc1 | -1.1 | 5 | -9 | 10 | 5 | 1 | -5 | 2
Cc1cc(C)n(S(=O)(=O)c2cc(Cl)ccc2Cl)n1 | · | -2 | 7 | 16 | -1 | · | 3 | 0
O=C(C[C@H]1C[C@@H]2c3cc(NC(=O)Nc4ccc(F)cc4)ccc3O[C@@H]2[C@H](CO)O1)NCC1CC1 | 2.7 | -2 | · | 1 | -1[16.7 µM] | -2 | 4 | -2
O=C(N1CCCC1)C(F)(F)Oc1ccc(F)cc1 | -2.0 | -11 | -11 | 3 | -8 | -11 | -4 | 3
COc1ccc(N(CC(=O)NCc2cccnc2)S(=O)(=O)c2ccccc2)c(OC)c1 | 1.3 | 4 | 4 | -4 | · | -11 | -6 | -1
CCCCN(CCCC)CCNC(=O)CN1C(=O)CSc2ccc(S(=O)(=O)N3CCOCC3)cc21 | -2.0 | 0 | -9 | 10 | -3 | 2 | 6 | 2
CC(OC(=O)c1cc(S(=O)(=O)N(C)c2ccccc2)ccc1Cl)C(=O)Nc1ccc2c(c1)OCCO2 (stereo not drawn) | · | 6 | -5 | -9 | -2 | -2 | -4 | 1
CC(C)Oc1ccc(/C=C(/NC(=O)c2ccccc2)C(=O)NCCC(=O)O)cc1 | -1.9 | · | -10 | 10 | · | 19 | · | ·
CCc1nnc(NC(=O)c2cc(-c3ccccn3)nc3ccccc23)s1 | -0.1 | 0 | · | -11 | -18 | 6 | 14 | -1
CC(=O)N1CCn2c3ccc(C)cc3c3cccc1c32 | · | -1 | -6 | · | 5 | 4 | -8 | -1
C[C@H](CO)N1C[C@H](C)[C@@H](CN(C)C(=O)Nc2cccc(C(F)(F)F)c2)OCc2cnnn2CCCC1=O | -1.9 | -3 | 15 | -11 | 0[16.7 µM] | 1 | 8 | 1
Cc1cccc(C(=O)Nc2ccc(C(=O)N/N=C/c3cccc(C)n3)cc2)c1 | -0.7 | 1 | -15 | 6 | 2 | 4 | -2 | 0
CCN1CCN(c2ccc(S(=O)(=O)N3CCOCC3)cc2NC(=O)COc2ccc(F)cc2Cl)CC1 | -1.2 | -1 | 8 | -24 | 11 | · | -16 | -2
O=C(COc1ccc(Br)cc1)NCCCNC(=O)c1ccncc1 | 1.0 | 4 | -4 | 21 | -3 | 7 | 9 | -2
C[C@@H]1CN([C@H](C)CO)C(=O)c2cc(NS(=O)(=O)c3ccc(F)cc3)ccc2O[C@@H](C)CCCCO[C@H]1CN(C)Cc1ccc2c(c1)OCO2 | 3.2 | -1 | -6 | -23 | -13[16.7 µM] | -7 | · | 12
O=C(CCc1ccccc1)Nc1ccc(F)c([N+](=O)[O-])c1 | 1.7 | · | 2 | -9 | -5 | 1 | · | ·
COc1ccc(-c2c(C#Cc3ccccc3)c3ccccc3n2C)cc1 | 2.3 | -3 | 11 | · | -9 | -1 | 9 | 0
CO[C@@H]1CN(C)C(=O)c2ccc(NC(=O)Nc3cc(Cl)cc(Cl)c3)cc2OC[C@H](C)NC[C@H]1C | -1.1 | 1 | 9 | -10&-11 | · | 7&15 | -59 | -5
O=C(C[C@@H]1CC[C@H]2[C@@H](COC[C@H](O)CN2CCC(F)(F)F)O1)NCc1ccc2c(c1)OCO2 | -1.6 | -2 | -15 | -7 | -4[16.7 µM] | 1 | 9 | 1
O=C(C[C@@H]1CC[C@H]2[C@@H](COC[C@H](O)CN2Cc2ccncc2)O1)NCC1CC1 | 1.3 | 10 | -8 | 3 | 3[16.7 µM] | 6 | -8 | -1
C[C@@H]1CN([C@@H](C)CO)C(=O)c2cc(NS(=O)(=O)c3ccccc3)ccc2O[C@@H]1CN(C)S(=O)(=O)c1cccs1 | 0.9 | 4 | 2 | -10 | 25[16.7 µM] | · | -4 | 2
C/C(CC(=O)Nc1ccc2c(c1)OCCO2)=N\NC(=O)c1ccc([N+](=O)[O-])cc1Cl | -1.5 | · | · | 25 | 0 | -5 | -3 | ·
Cn1c(=O)c2c(nc(SCC(=O)O)n2Cc2cccc(C(F)(F)F)c2)n(C)c1=O | · | 2 | 3 | · | 54 | · | -3 | -3
COCCN(CC(=O)Nc1cccc(C)c1)S(=O)(=O)c1ccc(S(=O)(=O)N2CCCC2)cc1 | · | · | 8 | 15 | -9 | · | · | 0
CCCSc1cc(NCCOC(=O)CCC)c([N+](=O)[O-])c2nonc12 | · | · | · | 14 | 14 | 8 | 2 | ·

Compound profiles, as listed above:
COc1ccc(-c2c(C#Cc3ccccc3)c3ccccc3n2C)cc1 in the list: CFTR F508del cor: 2.3; PglD inh: -3; PGC1a acetyl inh: 11; GSIS activator: ·; miR-122 sensor: -9; FN deposit inh: -1; C2C12 statin: 9; Cneo AK release: 0
CO[C@@H]1CN(C)C(=O)c2ccc(NC(=O)Nc3cc(Cl)cc(Cl)c3)cc2OC[C@H](C)NC[C@H]1C in the list: CFTR F508del cor: -1.1; PglD inh: 1; PGC1a acetyl inh: 9; GSIS activator: -10&-11; miR-122 sensor: ·; FN deposit inh: 7&15; C2C12 statin: -59; Cneo AK release: -5

Some of the entries so far, with tabs.
smiles	CFTR F508del cor	PglD inh	PGC1a acetyl inh	GSIS activator	miR-122 sensor	FN deposit inh	C2C12 statin	Cneo AK release
CCc1nnc(NC(=O)c2cc(-c3ccccn3)nc3ccccc23)s1	-0.1	0	·	-11	-18	6	14	-1
CC(=O)N1CCn2c3ccc(C)cc3c3cccc1c32	·	-1	-6	·	5	4	-8	-1

Next part
SMILES | CFTR F508del cor | PglD inh | PGC1a acetyl inh | GSIS activator | miR-122 sensor | FN deposit inh | C2C12 statin | Cneo AK release
C[C@H](CO)N1C[C@H](C)[C@H](CN(C)CC2CC2)Oc2c(NC(=O)c3nc4ccccc4s3)cccc2C1=O | -0.2 | 3 | -4 | 6 | 0[16.7 µM] | · | -13 | 7
Cc1c(C(=O)N2CCN(c3ccccn3)CC2)sc2ncnc(N3CCN(c4ccccc4)CC3)c12 | · | 2 | ? | · | 0 | · | · | 1
C[C@@H]1CN([C@H](C)CO)C(=O)c2cc(-c3cccc(C#N)c3)cnc2O[C@@H]1CN(C)C(=O)c1cnccn1 | -0.8 | 3 | 0 | -4 | · | -1 | -11 | -1
Cc1ccc(CN2CCC(N3CCC(C(=O)NCC4CCCO4)CC3)CC2)o1 (stereo not drawn) | 0.7 | -4 | 6 | -17 | 0 | 6 | -3 | -2
CCCn1c(SCC(=O)Nc2cc(C)on2)nc2c1c(=O)n(C)c(=O)n2C | · | 7 | · | 4 | -5 | -8 | -12 | 1
C[C@@H]1CN([C@@H](C)CO)C(=O)c2cc(NC(=O)CCC(F)(F)F)ccc2O[C@@H](C)CCCCO[C@@H]1CN(C)C | -0.3 | · | 7 | 6 | 20[16.7 µM] | · | -14 | ·
N#C[C@@H]1[C@@H](c2ccc(C3=CCCC3)cc2)[C@H](CO)N1c1nc(-c2ccccc2)cs1 | -0.9 | 0 | -10 | -2 | · | -12 | -27 | -2
N#Cc1ccc(C(=O)NCC2CCCCC2)cc1 | 1.8 | 0 | · | 12 | · | 0 | -3 | 1
O=C(NCCOc1ccccc1)c1ccccc1SCC(=O)N1CCCC1 | 0.4 | 0 | 4 | · | 10 | -4 | -3 | 0
CCCN1C[C@@H](C)[C@@H](OC)CN(C)C(=O)c2ccc(NC(=O)C3CCC3)cc2OC[C@@H]1C | -1.3 | 0 | 3 | 1 | -7[16.7 µM] | -8 | -4 | 0
CC(C)NC(=O)Nc1cccc2c1O[C@@H](CN(C)C(=O)NC(C)C)[C@@H](C)CN([C@H](C)CO)C2=O | 0.7 | 1 | 2 | -2 | 4[16.7 µM] | · | -10 | -2
O=C(COC(=O)/C=C/c1cccs1)NC1CCCCC1 | -0.7 | 5 | · | 3 | -3 | -7 | -5 | 2
CN(C)S(=O)(=O)N1CCC(Oc2cccc(C(=O)NCCCC3CCCC3)c2)CC1 | 0.4 | 9 | -1 | -61 | -1 | 3 | -8 | -8
CCCCOC(=O)Nc1cc(Cl)ccc1C | · | -3 | -10 | 1 | 11 | · | 4 | -1
CC(C)Cc1nnc(NC(=O)CN2C(=O)NC3(CC(C)CC(C)(C)C3)C2=O)s1 (stereo not drawn) | -0.1 | · | · | 3 | · | -9 | 9 | ·
COc1cccc(NC(=O)CN(C)C(=O)c2ccc(N3CCCCC3)c([N+](=O)[O-])c2)c1 | 1.4 | 3 | -5 | -5 | 3 | -9 | -1 | -5
O=C(c1cc(F)ccc1F)C1CCCN(C(=O)CCN2CCCCO2)C1 (stereo not drawn) | · | -1 | 5 | -6 | -1 | · | 7 | 5
COc1ccc2cc(-c3nc4ccccc4n3C)c(=O)oc2c1 | 1.3 | -1 | 5 | -1 | 3 | -6 | 7 | -1
O=C(N/N=C/c1cn(-c2ccccc2)nc1-c1cc2ccccc2o1)c1ccccc1Br | 3.1 | 1 | -4 | -24 | 10 | 3 | -70 | -1
O=S(=O)(/N=C(\Sc1ccc(Cl)cc1)c1ccccc1)c1ccccc1 | · | -2 | -2 | -2 | 5 | · | -8 | 1
COc1cc(C(=O)Nc2ccc3oc(-c4cccnc4)nc3c2)cc(OC)c1OC | -3.8 | · | 1 | 6 | · | 4 | · | ·
O=C(COc1cccc(NC(=O)c2ccco2)c1)c1ccccc1 | · | 1 | 38 | · | 2 | 1 | 4 | -1
CC1CCN(c2c(NCc3ccc(C(=O)NCc4cccnc4)cc3)c(=O)c2=O)CC1 | -1.7 | -3 | -10 | -2 | -1 | 0 | · | -1
CCCc1nc2ccccc2c(=O)n1NC(=O)c1c(O)c2ccccc2[nH]c1=O | · | -1 | -8 | 1 | 0 | 6 | 3 | 37
Cc1ccc2c(CC(=O)OC(C)C(=O)NCc3ccc4c(c3)OCO4)coc2c1 (stereo not drawn) | · | -8 | 6 | · | -3 | -4 | 10 | 0
Cc1cc(C(=O)Nc2cccnc2Cl)on1 | · | 1 | 10 | · | -8 | 1 | 0 | 0
COCCNC(=O)CN(C(=O)CCC(=O)Nc1ccccn1)c1ccc(F)cc1 | · | 8 | 2 | · | -2 | · | 17 | 2
CC(=O)c1ccc(N2CCN(C(=O)C3CCN(S(=O)(=O)c4ccc5c(c4)CC(C)N5C(=O)C4CC4)CC3)CC2)cc1 (stereo not drawn) | 0.1 | 7 | -5 | 3 | -4 | 5 | -14 | 0
O=S(=O)(c1ccc(-c2nnc(SCc3ccccc3)o2)cc1)N1CCCC1 | · | 0 | 4 | · | -2 | 5 | -19 | 1

In another format: results already given.
molecule,CFTR F508del cor,PglD inh,PGC1a acetyl inh,GSIS activator,miR-122 sensor,FN deposit inh,C2C12 statin,Cneo AK release
O=C(COc1cccc(NC(=O)c2ccco2)c1)c1ccccc1,·,1,38,·,2,1,4,-1
CC1CCN(c2c(NCc3ccc(C(=O)NCc4cccnc4)cc3)c(=O)c2=O)CC1,-1.7,-3,-10,-2,-1,0,·,-1
CCCc1nc2ccccc2c(=O)n1NC(=O)c1c(O)c2ccccc2[nH]c1=O,·,-1,-8,1,0,6,3,37
Cc1ccc2c(CC(=O)OC(C)C(=O)NCc3ccc4c(c3)OCO4)coc2c1 (stereo not drawn),·,-8,6,·,-3,-4,10,0
